# MKP-3 inhibition: MKP-3 phosphatase inhibitors, primary screen, biochemical, rat enzyme, in vitro (AID 425) | one-dose inhibition, % at 20 µM; IC50 in µM for titrated hits | 110,000 tested, 0.17% active | recombinant MKP-3 phosphatase activity, fluorescence; higher % means a stronger effect; in the data active = inhibition above about 50%;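 also: plate controls were vehicle for no effect and reference inhibitor for full effect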
# Hsp70 displacement: Hsp70 inhibitors, probe displacement, primary screen, biochemical, fluorescence polarization (AID 583); Hsp70 fluorescence polarization probe displacement, mP; higher % means a stronger effect; displacement, % at 20 µM, or IC50 in µM where a hit was titrated; 140,000 tested, 0.06% active; in the data active = displacement above about 50%;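 also: plate controls were vehicle for no effect and reference ligand for full effect; a part of the inactive calls stands beside numbers as strong as those of hits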
# * hit, by the source's call; . = not tested or not shown; & = joins results of further samples. Not all compounds are listed; rates above refer to the full screens.
# Each structure is followed by: MKP-3 inhibition	Hsp70 displacement
> CC(NC(C)(C)C)C(=O)c1cccc(Cl)c1 (configuration not stated)
    -5%	-0.6%
> c1ccc2c(CNC34CC5CC(CC(C5)C3)C4)c[nH]c2c1
    0%	4.1%
> Cc1cccc(-n2c(CN3C(=O)c4ccccc4C3=O)nc3ccccc3c2=O)n1
    0%&1%	-1.8%
> CCOC(=O)N(CC)c1ccc(C(O)(C(=O)OC)C(F)(F)F)cc1 (configuration not stated)
    -6%	0.3%
> O=C(COc1ccc(Cl)cc1)N1CCN(Cc2cccc([N+](=O)[O-])c2)CC1
    -1%	0.7%
> COCCCn1c(N)c(C(=O)Nc2sc3c(c2C(=O)OC)CCCC3)c2nc3ccccc3nc21
    .	-4.8%
> O=C(NCC(c1cccnc1)N1CCN(c2ccc(F)cc2)CC1)Oc1ccccc1 (configuration not stated)
    .	-1.3%
> CN(C)c1ccc(C=C2C(=O)NC(=S)N(c3ccccc3F)C2=O)cc1
    -1%	-0.7%
> COc1cc(CNCCc2c[nH]c3ccccc23)cc(OC)c1O
    -1%	-2.1%
> Cc1ccc2ccccc2c1NC(=O)CNC1CCCCC1
    .	6.3%
> CN1CCN(c2ccc(N)c(N3CCN(C)CC3)c2)CC1
    2%	2.1%
> CN1CCC(O)(c2ccccc2)C(C(=O)c2ccccc2)C1 (configuration not stated)
    -7%	1.8%
> CCC(=O)N1CC(=O)Nc2ccc(Cl)cc2C1c1ccc(F)cc1 (configuration not stated)
    4%	2.7%
> O=C(Nc1ccc(Cl)cc1C(=O)c1ccccc1)c1ccc([N+](=O)[O-])cc1
    -4%	5.0%
> O=P1(NCc2ccco2)COc2ccccc2OC1
    -4%	0.8%
> Cc1cccc(N2C(=O)NC(=O)C(=Cc3ccco3)C2=O)c1
    2%	9.1%
> CCOC(=O)C(O)(c1ccc(N(CC)S(=O)(=O)c2ccccc2)cc1)C(F)(F)F (configuration not stated)
    -7%	3.4%
> CCC1=C(C)C(N2CCOCC2)=NP(N2CCOCC2)(N2CCOCC2)=N1
    -4%	6.6%
> O=C1NC(=S)NC(=O)C1=Cc1cccc2ccccc12
    -1%	6.4%
> CN(C)CC1CSCCC1(O)c1cccc(Cl)c1 (configuration not stated)
    .	-0.4%
> CCCCSP1(=S)NCCCN1
    2%	4.2%
> O=C(COc1ccc(Cl)cc1)NC1CN2CCC1CC2 (configuration not stated)
    -3%	-0.7%
> Cc1cc(N2C(=O)C3CCCN3C2c2ccc(Cl)c(Cl)c2)no1 (configuration not stated)
    6%	-3.9%
> c1ccc(C2NCc3ccccc3-n3cccc32)cc1 (configuration not stated)
    -8%	10%
> C=CCn1c(O)c(C(CC)=NC(C)c2ccccc2)c(=O)[nH]c1=O (configuration not stated)
    .	2.3%
> O=C1NC(=O)C(=Cc2ccc(-c3ccccc3C(=O)O)o2)C(=O)N1
    2%	4.7%
> CC(=NCCN1CCCCC1)c1c(O)[nH]c(=O)[nH]c1=O
    -10%	2.3%
> Cc1ccc(C=C2C(=O)N(C)C(=O)N(C)C2=O)o1
    -11%	1.5%
> Cc1cccc(CN(C)C)c1OC(=O)N(C)C
    -6%	-3.0%
> CCOC(=O)C1=C(C)OC(N)=C(C#N)C12C(=O)N(C)c1ccccc12 (configuration not stated)
    .	-0.6%

# (cont.)
# Each structure is followed by: MKP-3 inhibition	Hsp70 displacement
> O=c1c2ccccc2nc(-c2ccc(Cl)cc2Cl)n1-c1ccc(Br)cn1
    7%	0.6%
> CC12CN3CC(C)(CN(C1)C31CCOCC1)C2=O
    .	0.1%
> CCn1cc(C(=O)c2ccccc2)c2ccccc21
    .	2.3%
> CC1(C)C(=O)N(c2ccccc2)C(=O)N(c2ccccc2)C1=O
    -3%	-2.3%
> CC(=O)C1C2c3ccccc3OC1(C)N=c1s/c(=C/c3cn(C)nc3C)c(=O)n12 (configuration not stated)
    6%	1.1%
> O=C(CNC(=O)OCc1ccccc1)Nc1ccc(Br)cc1C(=O)c1ccccc1
    2%	-1.1%
> CC1(C)C(c2ccccc2)=NC(c2cccnc2)=[N+]1[O-]
    -6%	-0.5%
> O=c1cccc2n1CC1CC2CN(C(c2ccccc2)c2sc3ncnn3c2O)C1 (configuration not stated)
    -2%	0.7%
> Cc1cc(NC(=O)COC(=O)c2c(C)nn(Cc3ccccc3Cl)c2C)no1
    .	2.1%
> Cc1ccccc1C(=O)Nc1cc(Cl)c([N+](=O)[O-])cc1Cl
    1%	-4.3%
> COc1cc2c(cc1OC)C(C(=O)N1CCC3(CC1)OCCO3)C(c1ccccc1F)N(C)C2=O (configuration not stated)
    -8%	3.6%
> COc1ccc2c(c1)c(C(=O)CN1CCC3(CC1)OCCO3)c(C)n2Cc1ccccc1
    .	-3.3%
> O=C(c1ccc2c(c1)OCO2)N1CCC2(CC1)OCCO2
    -2%	-0.8%
> O=c1c2ccccc2[nH]c(=S)n1-c1ccccc1
    1%	-4.4%
> CCOP(=O)(OCC)C1(O)C(=O)Nc2ccc(Br)cc21 (configuration not stated)
    4%	1.2%
> CC(=O)O[C@]1(c2ccccc2)CCN(C)[C@H]2CCCC[C@@H]21
    .	-4.8%
> CCCCSC1=NN1c1nc(N)nc(C)c1CC
    .	-1.7%
> CCCC1C(=O)NC(=S)N(c2ccccc2)C1=O (configuration not stated)
    3%	0.9%
> CCC1(CC)C(=O)N(Cc2ccccc2)C(=O)N(Cc2ccccc2)C1=O
    -2%	1.5%&1.9%
> CC1=NN(c2ccccc2)C(=O)/C1=C/c1c(O)[nH]c(=O)[nH]c1=O
    0%	0.3%
> CCN(CC)CCN=Cc1c(O)n(C2CCCCCC2)c(=O)[nH]c1=O
    -3%	-7.0%
> CN(CCCCC(=O)/C=N/O)Cc1ccccc1 (tested in a mixture with another compound)
    .	-5.5%
> O=C1C2CCCN2C(c2cccnc2)N1c1ccc(Cl)cc1 (configuration not stated)
    -1%	1.9%
> CC(=NCCN1CCCCC1)c1c(O)n(Cc2ccccc2)c(=O)[nH]c1=O
    -6%	1.9%
> O=c1c2ccccc2nc(/C=C/c2ccccc2)n1-c1ccccc1[N+](=O)[O-]
    7%	-0.2%
> COc1ccccc1CC1C(=O)C2CCN1CC2 (configuration not stated)
    .	-3.3%
> Cc1ccc2nc3c(cc2c1)CC1(C(=O)N(C)C(=O)N(C)C1=O)C1CCCCN31 (configuration not stated)
    -20%	1.6%
> COc1ccccc1CC1/C(=N/O)C2CCN1CC2 (configuration not stated)
    -8%	-1.5%
> O=[N+]([O-])c1cccc(CN2CCN(Cc3cccc(Cl)c3)CC2)c1
    2%	-2.2%
> CCN(CC)CCCN=Cc1c(O)n(Cc2ccc(F)cc2)c(=O)[nH]c1=O
    -3%	-4.6%

# The last 6 compounds of the section above come first, to join the parts:
# Each structure is followed by: MKP-3 inhibition	Hsp70 displacement
> O=c1c2ccccc2nc(/C=C/c2ccccc2)n1-c1ccccc1[N+](=O)[O-]
    7%	-0.2%
> COc1ccccc1CC1C(=O)C2CCN1CC2 (configuration not stated)
    .	-3.3%
> Cc1ccc2nc3c(cc2c1)CC1(C(=O)N(C)C(=O)N(C)C1=O)C1CCCCN31 (configuration not stated)
    -20%	1.6%
> COc1ccccc1CC1/C(=N/O)C2CCN1CC2 (configuration not stated)
    -8%	-1.5%
> O=[N+]([O-])c1cccc(CN2CCN(Cc3cccc(Cl)c3)CC2)c1
    2%	-2.2%
> CCN(CC)CCCN=Cc1c(O)n(Cc2ccc(F)cc2)c(=O)[nH]c1=O
    -3%	-4.6%
> CC1(C)CC(=O)C(C2(O)C(=O)NC(=O)NC2=O)=C(O)C1
    -5%	20%
> CN1C(=O)N(C)C(=O)C2(Cc3c(nc4ccccn4c3=O)N3CCc4ccccc4C32)C1=O (configuration not stated)
    -10%	4.9%
> Cc1ccc(-n2nc(C)cc2NC(=O)COc2cc(C)cc3oc(=O)c4c(c23)CCC4)cc1
    .	3.9%
> CN(C)C(=O)Oc1ccc(OC(=O)c2ccccc2)cc1
    -6%	-0.1%
> COc1ccc(O)c(CN2CCN(Cc3ccccc3Cl)CC2)c1
    3%	1.5%
> CCCCn1c(O)c(C(CC)=Nc2cccc(C(=O)O)c2)c(=O)[nH]c1=O
    -2%	1.9%
> O=C(CF)NC(Nc1ccc(Br)cc1)C(Cl)(Cl)Cl (configuration not stated)
    -4%	3.6%
> O=C(CCN1CCOCC1)Nc1ccc(Br)cc1C(=O)c1ccccc1
    1%	3.8%
> Cc1cccc(-n2c(CN3C(=O)c4ccccc4C3=O)nc3ccccc3c2=O)c1
    -2%	1.0%
> O=C(Cn1c[n+]([N-][N+](=O)[O-])cn1)Nc1ccc([N+](=O)[O-])cc1
    3%	10%
> COc1ccc(N2C(=O)NC(=O)/C(=C/c3cc4c(cc3Cl)OCO4)C2=O)cc1
    2%	-4.1%
> O=[N+]([O-])N(CCCCN(CN1CCOCC1)[N+](=O)[O-])CN1CCOCC1
    5%	3.9%
> COc1cc(CN2CCN(c3cc(C)ccc3C)CC2)ccc1O
    -1%	4.9%
> CCC(C)N1C(=O)NC(=O)C2(Cc3c(ccc4ccccc34)N(C)C2)C1=O (configuration not stated)
    5%	12%
> COCCOC(=O)C1CN1C(Cc1ccccc1)C(=O)OC (configuration not stated)
    0%	-0.7%
> Cc1cc(C=C2C(=O)NC(=S)NC2=O)c(C)n1-c1ccc(Cl)cc1
    9%	-3.0%
> Cc1noc(C)c1C(=O)N1CCC2(CC1)OCCO2
    5%	1.3%
> CCOC(=O)c1ccc(-c2ccc(C=C3C(=O)NC(=S)NC3=O)o2)cc1
    6%	-1.6%
> O=C(COc1ccc2ccccc2c1)N1CCN(Cc2ccc([N+](=O)[O-])cc2)CC1
    1%	-8.4%
> C=CCc1cc(/C=C2\C(=O)NC(=O)N(c3cc(C)cc(C)c3)C2=O)cc(OCC)c1O
    -4%	42%
> Cc1ccc(OCC(=O)N2CCN(C)CC2)c(Br)c1
    -8%&-1%	-1.1%&0.4%
> CC(C)(C)c1ccc(OCCOc2ccccc2C=C2C(=O)NC(=O)NC2=O)cc1
    6%	-4.4%
> CN(Cc1ccccc1)C(=C(Cl)Cl)/C(=C1/NCCN1Cc1ccc(Cl)nc1)[N+](=O)[O-]
    .	0.2%
> Cc1cc(N2C(=O)C3CCCN3C2c2ccccc2)no1 (configuration not stated)
    -2%	2.8%
> O=P(N1CCCCC1)(N1CCCCC1)C(Cl)(Cl)Cl
    .	3.9%
> CNC(C(=O)c1ccccc1)C(OC)c1ccccc1 (configuration not stated)
    -6%	-5.9%
> CCCCn1c(O)c(C(CC)=NCc2cccnc2)c(=O)[nH]c1=O
    .	-2.1%
> CCCCn1c(O)c(C=NCCCn2ccnc2)c(=O)[nH]c1=O
    -6%	-4.5%
> CC(/C=C/c1c[nH]c2ccccc12)=N/O
    0%	2.3%
> FC(F)(F)c1ccc2c(c1)nnn2C1CCN(Cc2nnnn2Cc2ccccc2)CC1
    -2%	-0.3%

# (list continues)
# Each structure is followed by: MKP-3 inhibition	Hsp70 displacement
> O=C(Nc1cccc(OC(=O)N2CCOCC2)c1)N1CCOCC1
    0%	4.8%
> Cn1nc(N)c2c1N=P(N1CCOCC1)(N1CCOCC1)N=C2c1ccccc1
    -10%	2.1%
> O=[N+]([O-])c1ccc(NCC(O)c2ccccc2)c2ncccc12 (configuration not stated)
    -2%	3.8%
> CN1C(=O)C(C2(C#N)CCCCC2)C(=O)N(C)C1=O
    -1%	-1.2%
> Cc1cccc(CN2CCN(Cc3ccc(Cl)cc3)CC2)c1
    .	2.5%
> CC1=CC(=O)NP(=O)(Oc2ccc3ccccc3c2)N1 (configuration not stated)
    -7%	-3.5%
> Clc1ccccc1CNCCc1c[nH]c2ccccc12
    3%	0.0%
> CCN(CC)C(=O)c1ccc(N2C(=O)C3CC=C(Cl)CC3C2=O)cc1 (configuration not stated)
    -18%	-4.2%
> CCOC(=O)c1c(N)n(CCN2CCCCC2)c2nc3ccccc3nc12
    -14%	9.3%
> CCC(=Nc1ccccc1NC(C)=O)c1c(O)n(C)c(=O)n(C)c1=O
    3%	-1.2%
> Cc1cccc(CN2CCN(C(=O)COc3ccc(Cl)cc3)CC2)c1
    3%	3.2%
> O=C1NC(=O)C(=Cc2cc(Cl)c(O)c(Cl)c2)C(=O)N1
    3%	2.1%
> c1ccc(Cn2ccnc2)cc1
    4%	7.6%
> Cc1ccccc1CN1CCN(Cc2ccc(F)cc2)CC1
    -2%	-1.1%
> C=CCn1c(O)c(C(C)=Nc2ccc(N(C)C)cc2)c(=O)[nH]c1=O
    -19%	0.6%
> CC(Oc1ccc(-c2ccccc2)cc1)C(=O)O (configuration not stated)
    -4%	-5.5%
> CCn1nc(-c2ccccc2)nc2c(=O)n(C)c(=O)nc1-2
    0.24µM*	.
> O=P(NS(=O)(=O)c1ccccc1)(Oc1ccccc1)Oc1ccccc1
    .	-9.1%
> CC(Cc1ccccc1)NC(=O)NC(=O)Cc1ccccc1 (configuration not stated)
    0%	7.6%
> O=c1[nH]c(=O)n(-c2ccc(F)cc2)c(O)c1C=Nc1ccccc1N1CCCC1
    3%	-87%
> O=C1NC(=S)N(c2cccc(Br)c2)C(=O)/C1=C/c1cccs1
    6%	-3.0%
> CCOC(=O)c1c(C)n(CC(C)C)c2ccc(OC)cc12
    -5%	1.6%
> O=[N+]([O-])/N=C1\NCN(c2ccc(Cl)cc2)CN1c1ccccc1
    -1%	-3.0%
> CC1(C)C(C(=O)Nc2cccnc2)C1(C)C
    5%	2.3%
> CCOC(=O)C1CCN(/C=C2/C(=O)NC(=O)N(Cc3ccco3)C2=O)CC1
    -5%	0.8%
> Cc1c(N=Cc2c(O)n(CCc3ccccc3)c(=O)[nH]c2=O)c(=O)n(-c2ccccc2)n1C
    13%	-4.7%
> O=[N+]([O-])c1ccc(N2CCNCC2)cc1NCCOc1ccccc1
    4%	1.2%
> Cc1cc(S(=O)(=O)NC(C)C)ccc1OCC(=O)N1CCN(Cc2ccc3c(c2)OCO3)CC1
    -16%	3.7%

# Screening results from PubChem BioAssay.
